TEAD-YAP inh = TEAD-YAP interaction inhibition; HEK-TIYL cells, TEAD-Gal4/YAP UAS-luciferase luminescence; inhibition, % at 9.12 µM; 640,000 compounds, 1.4% hits; in the data active = inhibition above about 32%;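 note: 0% = median of test compound wells and 100% = reference inhibitor wells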
GPR151 ag = human GPR151 activation. Q8TDV0. PathHunter beta-arrestin GPR151 cells, luminescence. activation, % at 11.2 µM. 650,000 compounds, 1% hits. AID 1508602; in the data active = activation above about 4.9%;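 note: 0% = median of compound wells and 100% = cells with positive control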
Target sequence (Q8TDV0 whole entry, looked up): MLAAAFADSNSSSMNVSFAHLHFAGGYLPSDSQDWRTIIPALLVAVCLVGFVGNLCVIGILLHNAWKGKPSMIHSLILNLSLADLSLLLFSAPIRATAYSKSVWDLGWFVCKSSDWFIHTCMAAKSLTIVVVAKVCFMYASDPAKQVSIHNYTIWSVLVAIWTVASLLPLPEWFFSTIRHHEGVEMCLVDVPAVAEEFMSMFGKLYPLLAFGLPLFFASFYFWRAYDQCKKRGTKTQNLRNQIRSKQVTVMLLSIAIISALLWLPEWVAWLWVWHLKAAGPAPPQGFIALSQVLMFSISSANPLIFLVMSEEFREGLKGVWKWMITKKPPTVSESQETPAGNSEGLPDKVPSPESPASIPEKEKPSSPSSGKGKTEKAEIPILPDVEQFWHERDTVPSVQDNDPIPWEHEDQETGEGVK
FBW7 activator = activators of human E3 ligase FBW7 | AlphaScreen FBW7–phospho-cyclin E peptide binding, activator screen | normalized activity (activation), % at 26.1 µM | 650,000 compounds, 0.13% hits; in the data active = normalized activity above about 1.9%;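 note: purified mutant Fbw7 with reduced substrate affinity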
MITF primary = inhibitors of human MITF | AlphaScreen MITF homodimerization, bead proximity signal | inhibition, % at 2.6 µM | 650,000 compounds, 0.91% hits; in the data active = inhibition above about 50%;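 note: 0% = vehicle wells with protein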
Target sequence (O75030 whole entry, looked up): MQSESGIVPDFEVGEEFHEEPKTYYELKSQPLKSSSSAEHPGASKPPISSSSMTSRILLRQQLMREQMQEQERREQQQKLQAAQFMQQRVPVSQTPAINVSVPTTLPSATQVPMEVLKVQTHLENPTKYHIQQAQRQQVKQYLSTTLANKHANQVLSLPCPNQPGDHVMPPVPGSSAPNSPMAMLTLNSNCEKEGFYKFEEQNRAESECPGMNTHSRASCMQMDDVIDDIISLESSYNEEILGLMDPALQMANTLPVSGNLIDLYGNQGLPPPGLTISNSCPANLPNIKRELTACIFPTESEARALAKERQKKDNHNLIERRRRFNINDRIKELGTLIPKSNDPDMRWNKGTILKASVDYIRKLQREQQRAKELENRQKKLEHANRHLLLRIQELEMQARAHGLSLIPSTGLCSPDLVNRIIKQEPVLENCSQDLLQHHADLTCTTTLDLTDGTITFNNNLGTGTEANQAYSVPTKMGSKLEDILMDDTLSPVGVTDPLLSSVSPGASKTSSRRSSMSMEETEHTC
* = called active by the depositor.

Below each SMILES – TEAD-YAP inh, GPR151 ag, FBW7 activator, MITF primary
O=C(Cc1ccccc1Cl)Nc1ccc2c(c1)OCO2
  -1.3, 1.3, 0.0, -2.5
CCOC(=O)C1=C(C)N=c2s/c(=C\c3cc(C)n(-c4ccc(C)cc4)c3C)c(=O)n2C1c1ccc(OC)cc1 (stereo unspecified)
  16.9, 2.5, 0.0, -6.7
O=[N+]([O-])c1cccc(N/C(=N/S(=O)(=O)c2ccc(Cl)cc2)c2ccccc2)c1
  2.0, 3.5, 0.6, 12.6
CC(CNC(=O)C1CCN(C(=O)N2CCOc3ccccc32)CC1)c1ccccc1 (stereo unspecified)
  -0.7, -0.3, 0.5, 18.1
N#Cc1ccccc1OCC(=O)OCC(=O)Nc1ccc(Cl)cc1C(F)(F)F
  -4.5, 0.5, 0.1, 1.3
COc1ccc2nc3sc(C(=O)N4CCc5ccccc54)c(N)c3cc2c1
  7.7, 2.2, 0.1, 5.8
O=C(NCCCN1CCCC1=O)c1ccc(N2CCCC2=O)cc1
  -9.9, -0.6, 0.2, 3.6
COc1ccc(OCCCC(=O)Nc2cccc(Br)c2)cc1
  1.2, 1.4, -0.1, -12.2
COc1ccc(NC(=O)CSc2n[nH]c(N)n2)cc1
  -11.5, -0.8, -0.2, -3.7
CNc1ccc(/C=C/C(=O)c2ccc(C)c([N+](=O)[O-])c2)cc1[N+](=O)[O-]
  -8.1, 1.3, 0.0, -12.4
COC(=O)c1ccccc1NC(=O)c1ccc(OC)cc1OC
  5.7, 0.3, 0.5, 4.3
COc1ccc(-c2nc(NCCO)c3ncn(CCN4CCCC4=O)c3n2)cn1
  4.7, 1.1, -0.1, 7.5
Nc1c(C(=O)Nc2ccc([N+](=O)[O-])cc2)sc2nc(-c3cccs3)cc(C(F)(F)F)c12
  6.4, -1.1, 0.0, -0.6
CCCNc1cc(Nc2ccccn2)nc(N)n1
  33.8*, -1.2, 0.0, -9.1
O=C(Cn1c(=S)[nH]c2ccccc2c1=O)N1CCN(Cc2ccc3c(c2)OCO3)CC1
  9.7, -0.6, 0.8, 15.3
Cc1cc(C(=O)N2CCN(c3ccc([N+](=O)[O-])cc3)CC2)no1
  2.4, -1.0, -0.4, 1.4
COCC(C)N1CCC(Oc2cccc(C(=O)N(C)CCN(C)C)c2)CC1 (stereo unspecified)
  0.3, -1.2, 0.1, 7.1
COc1cccc(CNC(=O)C2CCC(Cn3c(=S)[nH]c4ccsc4c3=O)CC2)c1 (stereo unspecified)
  -8.3, -0.6, 0.1, -12.0
CC(=O)Nc1c(C(=O)c2ccc(Cl)cc2)oc2ccccc12
  2.7, 0.9, 0.0, -1.8
Nc1c(C(=O)NCc2cccs2)nnn1-c1ccc2c(c1)OCCO2
  -19.4, -0.6, 0.0, -4.1
CCOc1ccccc1/C=c1\s/c(=C(/C#N)C(N)=O)n(CCN2CCOCC2)c1=O
  -10.9, 0.4, 0.1, -1.6
Nc1nc(-c2ccccc2O)nc2c1c(=O)oc1ccccc12
  -4.7, -1.5, -0.3, -11.0
N#Cc1ccc(Oc2ccc(N3C(=O)C4C5C=CC(C5)C4C3=O)cc2)cc1C#N (stereo unspecified)
  40.4*, 0.1, 1.6, 18.9
NCCNCCOc1ccc(Cl)c(Cl)c1
  1.8, 1.1, 0.0, 14.8
C=CCOc1ccc(C(=O)NCCc2ccc(OC)c(OC)c2)cc1
  1.6, -1.3, -0.1, 2.7
CN1CC(=O)Nc2ccc([N+](=O)[O-])cc2C1=O
  0.0, 0.8, 0.0, -4.1
Cc1cccc(NC(=O)c2ccccc2N)n1
  -41.1, -2.5, 0.4, 4.6
Oc1ccc(CCNc2nc(Cl)nc3c2ncn3-c2ccccc2)cc1
  -9.0, 1.9, 0.1, 8.6
CCN(CC)CCOC(=O)c1ccc(N2CC(O)=C(c3nc4ccccc4[nH]3)C2=N)cc1
  7.8, -0.9, -0.2, 6.3
Cc1ccc(C(=O)Nc2sc3c(c2C#N)C(C)(C)OC3(C)C)cc1
  -7.6, 1.6, 0.3, -4.4
COc1ccc2c(=O)c(C(=O)NN)c[nH]c2c1
  -1.1, -0.7, 0.1, 9.6
COC(=O)c1ccc(C(=O)NCCCCO)cc1
  2.6, -1.0, -0.1, 1.3
COCCNC(=O)c1cnc(N2CCCC2)nc1
  9.6, -1.0, 0.1, 4.6
O=C(CSc1nc2ccsc2c(=O)n1-c1ccc(F)cc1)NCc1ccccc1
  -2.4, 2.2, -0.3, 2.1
O=C(Nc1ccccc1)C1CCN(c2ccc(Nc3cnccn3)nn2)CC1
  -20.3, -2.3, 0.1, 11.6
O=c1[nH]c(N2CCCC2)nc2c1CCN(Cc1ccc3nccnc3c1)C2
  -3.2, -0.4, -0.1, -4.8
Cc1cc(NC(=S)N(CCCN2CCCC2)Cc2ccco2)ccc1Cl
  9.4, 1.2, 0.0, -3.5
N#Cc1c(-c2ccc(F)cc2)noc1N
  6.6, -1.2, 0.1, -3.9
CCOC(=O)CSc1nnc2c(n1)[nH]c1ccc(OCC)cc12
  6.0, 0.9, 0.0, -2.5
COc1ccc(C2CC(=O)C3=C(C2)Nc2ccccc2N(C(=O)c2cccs2)C3c2cccc(F)c2)cc1 (stereo unspecified)
  -8.7, 1.7, -0.1, 10.8
O=C(Nc1cccc(-c2nc3ncccc3o2)c1)c1cccnc1Cl
  0.5, 0.6, 0.1, 13.4
CN(C)C(CNS(=O)(=O)c1ccc2ccccc2c1)c1ccco1 (stereo unspecified)
  -1.6, 0.5, 0.1, 2.3
Cc1cccc(-c2ncc(CN3CCCC(N4CCC(CO)CC4)C3)cn2)c1 (stereo unspecified)
  -2.5, 4.4, -0.1, -9.3
Cc1cc(NC(=O)CSc2nc3ccccc3c(=O)n2CC2CCC(C(=O)NCCc3ccccc3)CC2)no1 (stereo unspecified)
  -8.3, -0.5, 0.1, -8.3
CSc1cccc(CN2CCN3C(=O)[C@@H](Cc4ccccc4)NC(=O)[C@H]3C2)c1
  -9.7, 2.2, -0.5, 2.6
CCn1cc(C(=O)OCc2ccc(C)cc2C)c(=O)c2ccc(C)nc21
  16.8, -0.3, -0.3, -9.1
CCN(CC)c1ccc(/C=C2\N=C3CCCCCN3C2=O)cc1
  -13.5, -1.2, 0.0, 35.1
Cc1cc(C)cc(N2C(=O)NC(=O)/C(=C/c3cn(CC(=O)O)c4ccccc34)C2=O)c1
  9.6, 0.7, 0.2, 24.7
C/C(N)=C(/C#N)C(=O)COC(=O)CNC(=O)C1CCCCC1
  6.1, -0.1, 0.5, -5.9
Clc1ccc(Nc2nc(NCCN3CCOCC3)nc(Nc3ccc(Cl)cc3)n2)cc1
  16.9, 2.6, 0.1, 14.0
COc1ccccc1Cn1c(SCC(=O)Nc2cccc(C(F)(F)F)c2)nc2ccccc2c1=O
  4.7, -0.6, -0.2, 3.3
Cn1cccc1-c1nc2ccc(N)cc2[nH]1
  -20.5, 6.3*, -0.1, 13.4
O=C(Cn1cc([N+](=O)[O-])cn1)Nc1nccs1
  5.1, 0.9, 0.1, 1.8
COC(=O)COc1cccc(NC(=O)COc2ccc(Br)cc2)c1
  6.0, -0.3, 0.1, 8.8
Cc1ccccc1OCC(=O)OCCN(C)C(C)(C)C
  3.9, -0.5, 0.1, 10.2
CCOC(=O)C1=C(C)N=c2s/c(=C/c3ccc(Cl)cc3)c(=O)n2C1c1ccc(Cl)cc1 (stereo unspecified)
  13.6, 0.0, -0.2, -3.6
CC(C)c1ccc(NS(=O)(=O)c2coc(C(N)=O)c2)cc1
  9.0, 1.4, -0.1, 7.5
CN(C)c1ccc(/C=C(\NC(=O)c2ccccc2)C(=O)N2CCCCC2)cc1
  3.7, -0.4, -0.1, -0.8
O=C(Nc1cccs1)Nc1ccccc1NC(=O)c1ccccc1F
  -39.2, -0.5, 0.0, 10.8
CCN(CC(=O)NC(C)(C)C)S(=O)(=O)c1ccc2ccccc2c1
  -1.8, 1.7, 0.2, 7.9

Some of these compounds in order of formula weight, ascending.
Below each SMILES – TEAD-YAP inh, GPR151 ag, FBW7 activator, MITF primary
Cn1cccc1-c1nc2ccc(N)cc2[nH]1
  -20.5, 6.3*, -0.1, 13.4
O=C(Cn1cc([N+](=O)[O-])cn1)Nc1nccs1
  5.1, 0.9, 0.1, 1.8
Cc1ccccc1OCC(=O)OCCN(C)C(C)(C)C
  3.9, -0.5, 0.1, 10.2
C/C(N)=C(/C#N)C(=O)COC(=O)CNC(=O)C1CCCCC1
  6.1, -0.1, 0.5, -5.9
CCN(CC)c1ccc(/C=C2\N=C3CCCCCN3C2=O)cc1
  -13.5, -1.2, 0.0, 35.1
CCOC(=O)CSc1nnc2c(n1)[nH]c1ccc(OCC)cc12
  6.0, 0.9, 0.0, -2.5
CN(C)C(CNS(=O)(=O)c1ccc2ccccc2c1)c1ccco1 (stereo unspecified)
  -1.6, 0.5, 0.1, 2.3
CCN(CC(=O)NC(C)(C)C)S(=O)(=O)c1ccc2ccccc2c1
  -1.8, 1.7, 0.2, 7.9
CCn1cc(C(=O)OCc2ccc(C)cc2C)c(=O)c2ccc(C)nc21
  16.8, -0.3, -0.3, -9.1
O=C(Nc1cccc(-c2nc3ncccc3o2)c1)c1cccnc1Cl
  0.5, 0.6, 0.1, 13.4
CN(C)c1ccc(/C=C(\NC(=O)c2ccccc2)C(=O)N2CCCCC2)cc1
  3.7, -0.4, -0.1, -0.8
Cc1cccc(-c2ncc(CN3CCCC(N4CCC(CO)CC4)C3)cn2)c1 (stereo unspecified)
  -2.5, 4.4, -0.1, -9.3
COC(=O)COc1cccc(NC(=O)COc2ccc(Br)cc2)c1
  6.0, -0.3, 0.1, 8.8
CSc1cccc(CN2CCN3C(=O)[C@@H](Cc4ccccc4)NC(=O)[C@H]3C2)c1
  -9.7, 2.2, -0.5, 2.6
Cc1cc(C)cc(N2C(=O)NC(=O)/C(=C/c3cn(CC(=O)O)c4ccccc34)C2=O)c1
  9.6, 0.7, 0.2, 24.7
Clc1ccc(Nc2nc(NCCN3CCOCC3)nc(Nc3ccc(Cl)cc3)n2)cc1
  16.9, 2.6, 0.1, 14.0
CCOC(=O)C1=C(C)N=c2s/c(=C/c3ccc(Cl)cc3)c(=O)n2C1c1ccc(Cl)cc1 (stereo unspecified)
  13.6, 0.0, -0.2, -3.6
COc1ccccc1Cn1c(SCC(=O)Nc2cccc(C(F)(F)F)c2)nc2ccccc2c1=O
  4.7, -0.6, -0.2, 3.3
COc1ccc(C2CC(=O)C3=C(C2)Nc2ccccc2N(C(=O)c2cccs2)C3c2cccc(F)c2)cc1 (stereo unspecified)
  -8.7, 1.7, -0.1, 10.8

More compounds.
Below each SMILES – TEAD-YAP inh, GPR151 ag, FBW7 activator, MITF primary
COc1ccc(C(=O)Nc2nn(-c3ccccc3)c3ccc([N+](=O)[O-])cc23)cc1OC
  -11.2, -4.6, -0.2, 5.5
COCCCNC(=O)Cn1c(=S)[nH]c2c([nH]c3ccc(OC)cc32)c1=O
  5.1, 1.0, 0.0, -5.6
COc1ccc(CNC(=O)c2csnn2)cc1
  -0.2, -0.8, 0.1, 20.0
CS(=O)(=O)N1CCN(c2ccccc2N)CC1
  6.0, -0.6, 0.0, -6.9
COc1ccc(CCN2CC34C=CC(O3)C(C(=O)NCc3ccc(F)cc3)C4C2=O)cc1OC (stereo unspecified)
  3.2, -0.8, 0.1, -12.8
Cc1ccccc1Nc1nc(N)nc(COC(=O)Cc2cccc(C(F)(F)F)c2)n1
  9.9, 1.6, 0.1, -3.4
O=C1CC(c2ccccc2)CC(O)=C1C=NCCc1ccccc1 (stereo unspecified)
  3.7, -1.3, 0.0, 6.9
Cc1cc2ccccc2n1CCNC(=O)/C=C/c1ccccc1
  13.5, 1.9, 0.2, -1.2
CCn1cc(C2=NOC(C(=O)Nc3cc(Cl)ccc3O)C2)c(C)n1 (stereo unspecified)
  10.8, 0.7, -0.1, 2.1
NC(=O)Nc1ccc(C(=O)OCC(=O)Nc2cccc(F)c2)cc1
  5.5, 0.6, 0.1, 0.8
Cc1ncc(CO)c2cc(C(=O)Nc3ccc4c(c3)OCO4)c(=O)oc12
  -0.3, 1.2, 0.6, 10.3
Cc1cc(C)c(S(=O)(=O)N(C)CC(=O)Nc2cccc(Br)c2)c(C)c1
  1.1, 0.3, -0.1, 9.7
O=C(NCC1CCCO1)c1ccc(Cl)c([N+](=O)[O-])c1 (stereo unspecified)
  8.2, -0.5, -0.1, 12.8
COc1ccc2c(c1)C(C)(Cc1ccccc1Cl)C(=O)N2 (stereo unspecified)
  6.3, -0.5, -0.1, -12.8
CC(C)CNC(=O)C(=O)NCC1OCCN1S(=O)(=O)c1cc(F)ccc1F (stereo unspecified)
  -0.4, 2.1, 0.5, 13.7
CCC(=O)Nc1nc2n(n1)C(c1ccccc1)CC(c1ccc(Cl)cc1)N2 (stereo unspecified)
  2.9, -0.9, -0.2, 11.6
CCOc1ccc(C2C(C(=O)OCCOc3ccccc3)=C(C)NC3=C2C(=O)CCC3)cc1 (stereo unspecified)
  -1.4, 0.1, 0.0, 3.7
Cc1ccccc1C(=O)Nc1nnc(SCC(=O)NC2CCCCC2)s1
  -27.1, -0.7, 0.0, -0.9
O=C(/C=C/c1ccccc1)Nc1ccc(Cl)cc1F
  -75.0, -1.4, 1.0, -2.3
COc1ccc2cc(Br)ccc2c1COC(C)C
  -7.1, -0.7, -0.1, 1.7

Reformatted: entries from further up.
Structure: COc1ccc(CNC(=O)c2csnn2)cc1
  TEAD-YAP inh = -0.2	GPR151 ag = -0.8	FBW7 activator = 0.1	MITF primary = 20.0
Structure: CS(=O)(=O)N1CCN(c2ccccc2N)CC1
  TEAD-YAP inh = 6.0	GPR151 ag = -0.6	FBW7 activator = 0.0	MITF primary = -6.9

Source: PubChem BioAssay
